# Source: PubChem BioAssay (several laboratories)
# MRP1 act – activators of MRP-1; H69AR cells + doxorubicin, viability rescue, CellTiter-Glo; viability increase, % at 10 µM; 140,000 tested, 0.61% active; AID 799;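 active = viability gain under doxorubicin at or above a set limit, the compound median plus 3 SD, cut at about 4.7% in these data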;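 also: MRP-1 overexpressing cells given doxorubicin 25 µM after compound pretreatment; 18-22 h compound pretreatment then 72 h with doxorubicin before readout; 0% = doxorubicin-only wells and 100% = vehicle-treated cells without doxorubicin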
# bCat KO growth – beta-catenin-lacking colon tumor cell growth suppression; AID 818; viability, % at 10 µM; 140,000 tested, 1.5% active; HCT116 beta-catenin knockout viability, CellTiter-Glo, 60 h; active compounds read low;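 active = viability at or under a set limit, the compound median less 4 SD, cut at about 6% in these data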;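 also: 0% = Hyamine 1622 control at 20 µM and 100% = untreated cell control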
# NPY-Y2 antag – antagonists of human neuropeptide Y receptor Y2. AID 793. NPY-Y2 expressing cells, antagonist mode. inhibition, % at 2.7 µM. 140,000 tested, 0.99% active; in the data active = inhibition above about 17%;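 also: 0% = vehicle with agonist challenge and 100% = reference antagonist with challenge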
# Target sequence (P49146 whole entry, looked up): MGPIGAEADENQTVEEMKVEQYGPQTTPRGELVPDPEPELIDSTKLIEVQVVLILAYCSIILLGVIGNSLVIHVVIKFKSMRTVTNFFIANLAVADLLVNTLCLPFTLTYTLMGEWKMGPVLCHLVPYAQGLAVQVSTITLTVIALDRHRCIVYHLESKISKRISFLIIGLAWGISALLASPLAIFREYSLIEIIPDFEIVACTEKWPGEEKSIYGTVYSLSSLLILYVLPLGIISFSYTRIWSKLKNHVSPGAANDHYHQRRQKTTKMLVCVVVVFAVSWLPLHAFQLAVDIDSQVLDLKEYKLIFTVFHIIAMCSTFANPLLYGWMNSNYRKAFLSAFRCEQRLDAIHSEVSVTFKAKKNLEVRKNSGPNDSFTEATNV
# GALR2 antag – blocks the human galanin receptor 2. O43603. GALR2-expressing cells, antagonist mode. inhibition, % at 4 µM. 140,000 tested, 0.39% active; in the data active = inhibition above about 27%;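 also: cells stimulated with galanin 1-16 at roughly its EC80; 0% = agonist challenge control and 100% = basal control without agonist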
# Target sequence (O43603 whole entry, looked up): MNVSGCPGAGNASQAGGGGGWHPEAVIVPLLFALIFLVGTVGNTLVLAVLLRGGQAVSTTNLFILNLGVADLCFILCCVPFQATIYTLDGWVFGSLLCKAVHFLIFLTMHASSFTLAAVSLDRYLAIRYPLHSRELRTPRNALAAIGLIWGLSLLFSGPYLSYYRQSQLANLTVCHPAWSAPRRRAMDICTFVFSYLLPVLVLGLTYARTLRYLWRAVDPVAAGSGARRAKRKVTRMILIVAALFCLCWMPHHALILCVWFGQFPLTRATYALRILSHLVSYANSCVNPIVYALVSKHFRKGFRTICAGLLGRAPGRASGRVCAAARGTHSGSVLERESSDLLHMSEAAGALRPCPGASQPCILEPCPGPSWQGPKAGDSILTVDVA
# Measles CPE – protection of cells from measles virus; Measles virus-infected cells, CPE protection, absorbance; protection (pct of control), % at 4 µM; 140,000 tested, 1.5% active; in the data active = protection mostly above about 24%, no sharp cut-off; inactive = mostly below about 26%; also: some compounds called inactive have numbers as strong as hits
# E-sel TNF inh – blocks E-selectin expression induced by TNF alpha. 120,000 tested, 0.71% active. HUVEC TNFa-induced E-selectin immunofluorescence, high content. inhibition, % at 2 µM. AID 1246;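 active = inhibition above the batch mean plus 3 SD, and confirmed as a hit on visual image review, cut at about 43% in these data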;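 also: 0% = TNF-stimulated DMSO wells and 100% = unstimulated control wells; not every result past the cut was called active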
# Yeast lifespan up – extends the lifespan of yeast; 130,000 tested, 0.68% active; S. cerevisiae growth with nicotinamide, OD615; deaD strain in restrictive glucose medium; inhibition of the nicotinamide effect, % at 10 µM;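 active = inhibition above a set limit, placed 3 SD over the median of all compounds, cut at about 26% in these data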;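 also: 0% = nicotinamide-treated wells and 100% = cells grown without nicotinamide; some compounds called inactive have numbers as strong as hits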
#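 Assay system: engineered S. cerevisiae DeaD replicative-lifespan strain, galactose-grown log-phase cells; medium: restrictive CSMM-D dextrose medium; also added: nicotinamide, 1.5 mM, co-present with compound; schedule: 48 h compound exposure at 30 °C, humidified; detection: absorbance at 615 nm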
# Phagocytosis inh – blocks phagocytosis by macrophages; AID 1029; J774A.1 macrophage IgG-bead phagocytosis, imaging; inhibition, % at 5 µM; 110,000 tested, 0.07% active;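 active = inhibition above the mean of the plate negative controls plus 5 SD, cut at about 13% in these data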;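 also: phagocytic index as fraction of beads internalized from green versus red external bead signal; plate controls were DMSO negative control for no effect and cytochalasin-D positive control for full effect; some results beyond the cut were filed as inactive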
# PTEN del growth – growth suppressors of cells with PTEN tumor suppressor deletion; HCT116 PTEN-null viability, CellTiter-Glo, 60 h; active compounds read low; viability, % at 10 µM; 140,000 tested, 1.2% active; AID 827;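 active = viability at or below a set limit, 4 SD under the median of all tested compounds, cut at about 3.7% in these data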;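 also: PTEN knockout HCT116 line with beta catenin targeted HCT116 as companion control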
# BB579 growth dn – reduces growth of yeast BB579 in restrictive medium | inhibition, % at 10 µM | S. cerevisiae BB579 growth, OD615, 48 h | 140,000 tested, 0.51% active;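 active = inhibition above a set limit, 3 SD over the mean compound inhibition, cut at about 44% in these data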; also: inactives centre near -24
#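 System: DeaD yeast strain BB579; buffer or medium: CSMM-D dextrose restrictive medium; technique: OD at 615 nm; schedule: 4 h cell preincubation, 48 h compound exposure, 30 °C humidified; doses: single 10 µM dose; controls: amphotericin B 10 µg/mL, positive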
# The depositor's hits bear a star; / = not tested or not shown.
# Preview, two compounds:
1	Cc1cccc(N2CCN(C(=O)c3c(C)nn(Cc4ccccc4Cl)c3C)CC2)c1C
2	Cc1cccnc1NC(=O)C12CCC(C)(C(=O)O1)C2(C)C (stereo not given)
Assay by compound	1	2
MRP1 act	-3.4	-0.6
bCat KO growth	55	104
NPY-Y2 antag	4	1
GALR2 antag	-12	9
Measles CPE	9	3
E-sel TNF inh	0	-17
Yeast lifespan up	4	-11
Phagocytosis inh	5	/
PTEN del growth	43	105
BB579 growth dn	-35	-20

# All compounds of this part, previewed entries included:
1	Cc1cccc(N2CCN(C(=O)c3c(C)nn(Cc4ccccc4Cl)c3C)CC2)c1C
2	Cc1cccnc1NC(=O)C12CCC(C)(C(=O)O1)C2(C)C (stereo not given)
3	COCc1cc(C)nc(Nc2ccc(C)c(C)c2)c1C#N
4	COC(=O)c1cc(OC)c(OC)cc1NC(=S)N1CCCC(CO)C1 (stereo not given)
5	COc1ccc(C2Nc3ccc4ccccc4c3-c3c2c(=O)oc2ccccc32)cc1 (stereo not given)
6	Cn1nc(-c2ccccc2)c(-c2nc(-c3cccc(Cl)c3)no2)c1Cl
7	N#Cc1c(-c2ccccc2Cl)cc(C2CC2)nc1N
8	Cn1c(Cl)c(/C=N/OC(=O)c2ccc(Cl)cc2)c2ccccc21
9	Cc1ccc(C(=O)C2=C(O)C(=O)N(CCCN3CCOCC3)C23C(=O)N(C)c2ccccc23)o1 (stereo not given)
10	Cc1ccc(S(=O)(=O)N2CCN(CC(=O)N/N=C/c3ccco3)CC2)cc1
Assay by compound	1	2	3	4	5	6	7	8	9	10
MRP1 act	-3.4	-0.6	-2.2	-3.2	-2.3	-2.8	-1.2	-0.9	-0.9	-0.9
bCat KO growth	55	104	92	100	3.2*	82	94	99	96	87
NPY-Y2 antag	4	1	2	4	2	0	1	1	3	-1
GALR2 antag	-12	9	7	4	2	4	2	11	6	-1
Measles CPE	9	3	1	6	4	18	3	4	18	10
E-sel TNF inh	0	-17	/	0	9	36	/	8	3	/
Yeast lifespan up	4	-11	-1	-2	-2	-6	-22	-17	-7	7
Phagocytosis inh	5	/	-2	-3	0	0	-1	0	-4	-12
PTEN del growth	43	105	96	97	1.5*	64	94	111	99	101
BB579 growth dn	-35	-20	-33	-24	-33	-13	-63	-60	-5	-8

11	COc1cc(NC(=O)C2CC(c3cccc(OC)c3OC)=NO2)cc(OC)c1OC (stereo not given)
12	Cc1ccc(C)c(OCC(=O)NCCN(C)C)c1
13	CCCCN(CC)CCCNC(=O)c1cc2cc3ccc(OC)cc3nc2o1
14	O=C(COC(=O)/C=C/c1ccccc1[N+](=O)[O-])Nc1ccc(OC(F)F)cc1
15	Cc1ccc(NC(=O)c2cc(N(C)C)ccc2[P+](=O)O)cc1
16	CCOc1ccccc1-c1nc2c([nH]1)c(=O)n(C)c(=O)n2C
17	COc1cc(NC(=O)C2CC(=O)NC3=C2C(=O)CCC3)c(OC)cc1Cl (stereo not given)
18	CC1Cc2ccccc2N1C(=O)COc1cccc(-n2cnnn2)c1 (stereo not given)
19	CC(C)C[C@H](NC(=O)NCc1ccc(Cl)cc1)C(=O)O
20	O=C1C(c2ccc(F)cc2)N(C2CCCCC2)C(=O)CN1C1CCCC1 (stereo not given)
Assay by compound	11	12	13	14	15	16	17	18	19	20
MRP1 act	-3.6	1.2	-5.0	0.4	1.9	-3.7	-3.4	0.5	-0.5	-1.8
bCat KO growth	32	94	51	87	106	82	90	119	92	78
NPY-Y2 antag	1	0	4	4	21*	3	-3	1	3	6
GALR2 antag	25	-7	13	-7	1	-21	-4	-4	7	-11
Measles CPE	2	22	4	13	2	38	5	16	7	4
E-sel TNF inh	-15	5	0	/	/	/	-6	-12	-17	-2
Yeast lifespan up	-20	-6	-27	3	-6	-24	-9	-11	-4	-4
Phagocytosis inh	0	-2	/	-5	-3	-2	/	-1	0	/
PTEN del growth	30	94	39	93	105	86	91	101	88	70
BB579 growth dn	2	-3	-46	3	-57	-20	-32	-51	-39	-27

21	COC(=O)COc1ccccc1C(=O)Nc1ccc(OC)cc1
22	Cc1nonc1NC(=O)c1ccc(Cl)c(S(=O)(=O)N2CCCCC2)c1
23	CO/N=C/c1cc([N+](=O)[O-])ccc1Sc1ccc(C)cc1
24	O=C(COC(=O)CC12CC3CC(CC(Br)(C3)C1)C2)NC(=O)NCc1ccco1
25	Cn1c(=O)cc(SCC(=O)NCC2CCCO2)c2ccc(Cl)cc21 (stereo not given)
26	COc1ccc(-c2csc(NC(=O)CC(C)C)n2)cc1
27	CCC(C(=O)NC1CCCCC1)n1c(SCc2cccc(C)c2)nc2ccncc21 (stereo not given)
28	O=C(Cc1cscn1)c1ccc(O)cc1O
29	COc1cccc(/C=N/Nc2nn3cnnc3c3ccccc23)c1O
30	Cc1cc(=O)[nH]c(SCC(=O)Nc2ccc(C(=O)O)cc2)n1
Assay by compound	21	22	23	24	25	26	27	28	29	30
MRP1 act	0.4	-1.3	-1.5	-1.9	-0.8	-1.0	0.2	-0.8	-0.7	0.5
bCat KO growth	97	79	85	67	91	84	90	104	63	98
NPY-Y2 antag	-1	2	-1	1	1	13	1	-3	0	3
GALR2 antag	9	-5	1	-8	12	-5	6	1	3	1
Measles CPE	24	2	4	33	19	8	4	36*	/	15
E-sel TNF inh	/	/	/	4	-15	-1	-13	/	25	28
Yeast lifespan up	-6	-9	-7	-2	/	/	-1	-6	-6	-4
Phagocytosis inh	-4	-1	1	/	/	/	/	1	1	0
PTEN del growth	106	78	92	84	96	75	87	106	69	108
BB579 growth dn	-13	-8	-6	-15	-30	3	3	10	-58	-35

# 6 compounds from above, sorted by their value in NPY-Y2 antag, smallest number first.
cpd	molecule	NPY-Y2 antag
28	O=C(Cc1cscn1)c1ccc(O)cc1O	-3
23	CO/N=C/c1cc([N+](=O)[O-])ccc1Sc1ccc(C)cc1	-1
29	COc1cccc(/C=N/Nc2nn3cnnc3c3ccccc23)c1O	0
25	Cn1c(=O)cc(SCC(=O)NCC2CCCO2)c2ccc(Cl)cc21 (stereo not given)	1
22	Cc1nonc1NC(=O)c1ccc(Cl)c(S(=O)(=O)N2CCCCC2)c1	2
26	COc1ccc(-c2csc(NC(=O)CC(C)C)n2)cc1	13

# Continued:
31	CN1C(=O)/C(=C2\SC(N)=NC2=O)c2ccccc21
32	C(=N\c1c(-c2ccccc2)nc2n1CCS2)/c1ccccc1
33	CCN(CC)S(=O)(=O)c1ccc(NS(=O)(=O)CC23CCC(CC2=O)C3(C)C)cc1 (stereo not given)
34	O=S(=O)(NCC(c1cccnc1)N1CCN(Cc2ccccc2)CC1)c1ccccc1 (stereo not given)
35	COc1cccc(C2CC(c3ccc(C)cc3)Nc3nc(N)nn32)c1 (stereo not given)
36	Cc1ccc(C(=O)N/N=C(\CC(C)C)c2ccccc2)cc1
37	CCOC(=O)/C(=C\c1ccc(Cl)cc1)c1nc2sc(C)c(C)c2c(=O)[nH]1
38	CCNC(=S)Nc1ccc(Cl)cc1
39	CCC(CC)NC(=O)c1ccc(Cl)cc1
40	O=C(c1ccc(S(=O)(=O)c2ccc(F)cc2)c([N+](=O)[O-])c1)N1CCCCCC1
Assay by compound	31	32	33	34	35	36	37	38	39	40
MRP1 act	-5.2	-1.0	-2.8	-1.8	-1.8	-3.9	-4.5	-1.6	-1.2	-5.0
bCat KO growth	36	91	94	88	84	87	89	92	97	10
NPY-Y2 antag	-2	1	0	-3	0	4	4	0	2	4
GALR2 antag	2	8	12	-5	5	-6	15	14	10	31*
Measles CPE	4	22	14	2	40*	7	25	10	6	16
E-sel TNF inh	15	-21	13	17	-18	4	/	/	/	-3
Yeast lifespan up	-6	-7	-3	-9	3	-2	32*	3	-1	0
Phagocytosis inh	0	-3	-8	/	0	-4	-7	-3	-4	-6
PTEN del growth	20	102	99	92	86	88	98	84	100	11
BB579 growth dn	-34	-46	-12	-11	-26	-22	-14	-42	-2	-26

41	CCOC(=O)C1CCCN(CC(=O)Nc2c(C(=O)OC)[nH]c3ccc(Br)cc23)C1 (stereo not given)
42	CCc1ccccc1NC(=O)CN(C)C(=O)CSc1nn(-c2ccc(F)cc2)c(=S)s1
43	CCCN(CCC)S(=O)(=O)c1cc(Br)cc2c1N(C(=O)CC)CC2
44	CCN(CC)S(=O)(=O)c1ccc(C)c(NC(=O)COc2ccc(Cl)cc2Br)c1
45	CCCCn1c(=O)c(CCC(=O)OC(C)C(=O)Nc2cccc(Cl)c2Cl)nc2ccccc21 (stereo not given)
46	Cn1cnc2cc(NC(=O)c3ccco3)ccc21
47	CCOC(=O)c1[nH]c2ccc(Br)cc2c1NC(=O)CCN1CCN(C(=O)OCC)CC1
48	CCOC(=O)C(C)Sc1nnc(Cc2cc(=O)[nH]c(=O)[nH]2)n1-c1ccc(Cl)cc1 (stereo not given)
49	CCOC(=O)c1sc(NC(=O)CSc2nc3ccccc3o2)c(C(=O)OCC)c1C
50	CC(NC(=O)c1ccccc1NC(=O)CSc1nnnn1C)c1ccccc1 (stereo not given)
Assay by compound	41	42	43	44	45	46	47	48	49	50
MRP1 act	-1.1	-0.6	-5.4	-5.3	0.7	-0.6	-3.1	-2.1	-1.5	-1.2
bCat KO growth	77	85	72	38	90	116	85	92	61	86
NPY-Y2 antag	0	11	/	8	5	-2	1	-1	5	-1
GALR2 antag	6	-16	/	-7	-2	2	-4	7	6	2
Measles CPE	25	12	10	10	19	3	20	3	7	17
E-sel TNF inh	-13	/	/	9	-16	-10	/	/	/	30
Yeast lifespan up	-10	-4	-3	6	5	-7	-25	-5	4	-6
Phagocytosis inh	1	-7	0	-5	-12	4	0	/	-9	/
PTEN del growth	74	86	66	48	95	98	76	93	59	100
BB579 growth dn	-43	3	-1	-44	-11	-30	20	-5	-25	-33

51	O=C(Nc1ccccc1C(F)(F)F)c1cccnc1
52	O=C(Nc1cccc(C(F)(F)F)c1)c1cc(-c2cccs2)on1
53	Cc1sc2nc(COC(=O)CNC(=O)c3ccc(C(C)(C)C)cc3)[nH]c(=O)c2c1C
54	CC(C)n1nnc2ccccc2c1=O
55	CCC(=O)Nc1cccc(-c2nc3ccccc3c(=O)o2)c1
56	Cc1cc(C(=O)NCCCN2CCOCC2)n(-c2ccccc2)n1
57	Cc1ccccc1N(CC(N)=O)S(C)(=O)=O
58	Clc1ccc(OCCN2CCN(c3ncnc4sccc34)CC2)cc1
Assay by compound	51	52	53	54	55	56	57	58
MRP1 act	0.0	-1.9	-0.9	-0.4	-0.3	-1.4	-3.3	0.1
bCat KO growth	109	102	99	113	97	80	95	90
NPY-Y2 antag	2	6	6	1	3	-1	4	8
GALR2 antag	-5	0	-3	0	-18	4	-8	40*
Measles CPE	6	67*	14	2	9	6	5	21
E-sel TNF inh	-18	/	/	9	/	/	-9	-34
Yeast lifespan up	-5	-17	3	-22	-8	-10	-10	0
Phagocytosis inh	2	-3	-9	/	/	1	0	-1
PTEN del growth	104	99	97	100	106	85	86	97
BB579 growth dn	4	-32	-15	-52	20	-87	-16	-37
